APEX1 inh – APE1 (human) endonuclease inhibition. P27695. recombinant APE1, TAMRA/BHQ-2 abasic DNA cleavage fluorescence. Potency, µM (series often up to 65.8 µM), inactives show at the highest dose activity change, negative = inhibition, hits mostly inhibitors. 350,000 compounds, 0.35% hits;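 further: potency means the concentration at half of the fitted maximal effect; plate controls were vehicle for no effect and reference inhibitor for full effect; nearly all actives have a fitted effect of over 55% in size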
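Kinetic fluorescence read (525 ex/598 em nm, three reads 60 s apart) of AP-site incision; signal = third minus first read. Enzyme 0.75 nM, dual-labelled THF duplex 50 nM, compound preincubation 15 min RT.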
Pol kappa inh – DNA polymerase kappa (human) inhibition; Q9UBT6; purified Pol kappa, fluorescent DNA synthesis assay, 10 min; Potency, µM (titrated, usually from 107 µM), without a hit: top-dose activity, negative = inhibition, usual class: inhibitors; 400,000 compounds, 0.53% hits; further: potency means the concentration at half of the fitted maximal effect; on the % scale 0 is the no-effect control and ±100 the full control effect
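Kinetic fluorescence screen: compound preincubated 15 min RT with 10 nM enzyme; 50 nM substrate (final) initiates; reads at 0/10 min.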
POLB inh – blocks human DNA polymerase beta activity | P06746 | Pol beta primer extension/strand displacement, fluorescence kinetic | Potency, µM (titrated, usually from 114 µM), inactives show at the top dose activity change, negative = inhibition, usual class: inhibitors | 340,000 compounds, 1.3% hits; further: potency means the concentration at half of the fitted maximal effect; on the % scale 0 is the no-effect control and ±100 the full control effect
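Values derive from four-parameter Hill fits of normalized kinetic data: reads at 0 and 10 min following addition of 50 nM substrate to 10 nM Pol beta preincubated 15 min with compound.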
LDHA block – inhibitors of human lactate dehydrogenase A; P00338; purified LDHA, NADH/diaphorase-resazurin fluorescence; active compounds read low; activity change, % (values are at about 110 or 230 µM); 480,000 compounds, 0.15% hits; AID 1347041; in the data active means activity change below about -30%; inconclusive means mostly about -25% to -30%;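 further: plate controls were DMSO wells for no effect and wells without enzyme for full effect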
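Enzyme activity of human lactate dehydrogenase 5 (2 nM; 0.06 mM NADH, 0.2 mM pyruvate, 5 min, RT) is measured via a resazurin/diaphorase fluorescence readout of residual NADH.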
Anesthetic bind – binds horse apoferritin like a general anesthetic; P02791; apoferritin/1-aminoanthracene competitive binding, fluorescence; Potency, µM (titrated, usually from 77.5 µM), for the others: at the top dose activity change, negative = displacement, usual class: inhibitors; 350,000 compounds, 0.074% hits; AID 485281; further: potency means the concentration at half of the fitted maximal effect; on the % scale 0 is the no-effect control and ±100 the full control effect; nearly all actives have a fitted effect of over 20% in size
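10 uM apoferritin + 50% sat. 1-AMA, PBS; cpd 10 min RT; Ex380/Em535 endpoint; normalized to free probe vs complex; 4-param Hill fit; propofol titration as pos. ctrl.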
12-LOX inh – inhibitors of human 12S-lipoxygenase ALOX12 | P18054 | AID 1671190 | 580,000 compounds, 1.1% hits | Potency, µM (series often up to 108 µM), for the others: at the top dose activity change, negative = inhibition, usual class: inhibitors | purified 12hLO, xylenol orange hydroperoxide absorbance; further: potency means the concentration at half of the fitted maximal effect; on the % scale 0 is the no-effect control and ±100 the full control effect
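Purified human 12hLO at 150 nM in 25 mM Hepes, 0.01% Triton X-100, pH 7.0, preincubated 15 min at room temperature with compound. Reaction started with 40 uM arachidonic acid, 30 min at room temperature. Hydroperoxide measured by Fe-xylenol orange, 573/405 nm absorbance ratio.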
RGS4 inh – inhibitors of human regulator of G protein signaling 4; 390,000 compounds, 0.039% hits; Transcreener GDP fluorescence polarization, RGS4-accelerated GTP hydrolysis; Potency, µM (doses to about 114 µM), for inactives: at the top dose activity change, negative = inhibition, hits mostly inhibitors; P49798; further: potency means the concentration at half of the fitted maximal effect; on the % scale 0 is the no-effect control and ±100 the full control effect; nearly all actives have a fitted effect of over 75% in size; some results filed as inactive show a strong effect at the top dose
Target sequence (P49798 whole entry, looked up): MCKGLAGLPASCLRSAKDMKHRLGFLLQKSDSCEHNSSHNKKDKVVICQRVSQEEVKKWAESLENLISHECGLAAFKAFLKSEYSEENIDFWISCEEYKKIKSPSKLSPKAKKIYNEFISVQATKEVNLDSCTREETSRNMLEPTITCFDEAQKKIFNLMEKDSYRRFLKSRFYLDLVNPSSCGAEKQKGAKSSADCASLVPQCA
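MLSMR compounds (23 nl, pin-transferred) preincubated 10 min at room temperature with a 500nM (2x) first reagent, then RGS4 at 900nM (2x) plus Transcreener GDP mix added; fluorescence polarization (620/688 nm) read before and after 90 min at 30 °C.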
ERG-DNA inh – ERG Ets/DNA interaction inhibition. fluorescence polarization, His-ERG Ets domain / labelled DNA. 370,000 compounds, 0.028% hits. Potency, µM (top dose mostly 76.9 µM), for inactives: top-dose FP activity, negative = inhibition, usual class: inhibitors. P11308; active means well fitted inhibition curve with a large enough effect in the polarisation, with a control signal flat; inconclusive means small, poorly fitted or top-dose-only effect, or effect the other way, or a change in a side signal; inactive means no such curve, though single readings can be large or run the other way; the % refers to the polarisation;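 further: polarization taken with two DNA probes labelled with fluorescein and Texas red; potency means the concentration at half of the fitted maximal effect; % of control where 0% means no effect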
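His-tagged ERG Ets domain (1 uM in the protein solution; 300mM KCl, 50mM Tris-HCl, 1mM EDTA, 1mM DTT, pH 7.5) received compound, then a probe mix of 5 nM fluorescein-DNA and 100nM Texas-615-DNA. Fluorescence polarization was read for both dyes.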
Pol eta inh – DNA polymerase eta (human) inhibition. Q9Y253. recombinant Pol eta, fluorescent DNA replication assay. Potency, µM (highest dose often 114 µM), for the others: at the highest dose activity change, negative = inhibition, most hits filed as inhibitors. 390,000 compounds, 1.2% hits; further: potency means the concentration at half of the fitted maximal effect; on the % scale 0 is the no-effect control and ±100 the full control effect
Target sequence (Q9Y253 whole entry, looked up): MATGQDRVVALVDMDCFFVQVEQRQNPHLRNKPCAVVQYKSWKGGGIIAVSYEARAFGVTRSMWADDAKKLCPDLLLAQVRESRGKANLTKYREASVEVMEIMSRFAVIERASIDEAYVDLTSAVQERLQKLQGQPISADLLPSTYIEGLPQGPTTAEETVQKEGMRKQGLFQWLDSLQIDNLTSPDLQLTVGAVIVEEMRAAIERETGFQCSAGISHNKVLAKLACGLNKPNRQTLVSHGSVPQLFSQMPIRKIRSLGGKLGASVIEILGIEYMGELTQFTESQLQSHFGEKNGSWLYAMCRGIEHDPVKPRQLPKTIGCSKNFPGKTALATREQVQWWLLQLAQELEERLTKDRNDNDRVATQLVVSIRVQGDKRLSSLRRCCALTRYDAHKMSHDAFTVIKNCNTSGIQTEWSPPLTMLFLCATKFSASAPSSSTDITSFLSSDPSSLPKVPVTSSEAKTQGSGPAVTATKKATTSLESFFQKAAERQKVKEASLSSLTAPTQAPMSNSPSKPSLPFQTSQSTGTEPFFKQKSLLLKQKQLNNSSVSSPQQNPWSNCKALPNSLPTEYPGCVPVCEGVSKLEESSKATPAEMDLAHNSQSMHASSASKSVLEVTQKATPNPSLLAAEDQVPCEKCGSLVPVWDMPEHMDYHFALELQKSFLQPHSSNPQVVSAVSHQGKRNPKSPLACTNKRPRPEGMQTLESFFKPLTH
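Fluorescent replication assay: 50 nM final substrate added after a 15 min room-temperature compound preincubation with 10 nM enzyme. Signal taken at 0 min and again at 10 min.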
* = called active by the depositor; i = inactive; ? = inconclusive; · = no result given; & = joins results of further samples; [ ] = remark or other dose. Unless noted, the call rests on the fitted dose curve; in most records, active means well fitted curve in the direction sought with a large enough effect; inconclusive means small, poorly fitted or top-dose-only effect, or another doubt; inactive means no such curve, though single readings can be large; an effect the other way counts as inactive or inconclusive.

SMILES	APEX1 inh	Pol kappa inh	POLB inh	LDHA block	Anesthetic bind	12-LOX inh	RGS4 inh	ERG-DNA inh	Pol eta inh
COCC(=O)Nc1sc2c(c1C(=O)OC)CCC(C)C2 (centres undefined)	0%	-11%	?	7	-18%	-28%	-16%	1%	-13%
Cc1c(Cc2ccccc2)c(=O)oc2c(C)c(OC(C)C(=O)N[C@@H](Cc3ccccc3)C(=O)O)ccc12 (some centres undefined)	-6%	2%	?	3	-19%	10%	-8%	-1%	-1%
Cc1cc(C)c(C(=O)COC(=O)c2ccc([N+](=O)[O-])o2)cc1C	-4%	-7%	-11%	10	?	-17%	-15%	-9%	0%
COC(=O)n1ccc(C(=O)Nc2ccccc2F)n1	0%	-7%	1%	-13	-12%	?	-6%	-8%	9%
COc1ccc(C2(C)NC(=O)NC2=O)cc1OC (centres undefined)	13%	5%	-9%	-4	-4%	1%	-10%	-12%	-8%
O=C(CCc1nnc(CCCc2ccccc2)o1)NCCN1CCOC1=O	4%	-2%	18%	-12	-8%	6%	-12%	1%	1%
COc1ccc(C(=O)CN2C(=O)NC(C)(c3ccc(C)cc3)C2=O)cc1OC (centres undefined)	-2%	2%	-1%	0	?	i	-8%	1%	-15%
COCOc1cc(O)c(C(=O)/C=C/c2ccccc2)c(OCOC)c1	·	13%	·	0	·	0%	-18%	13%	-20%
CNc1ccnc(-c2ccccc2CN(C)C)n1	1%	6%[60.1 µM]	·	·	-3%	2%	·	·	·
COC(=O)CCn1nc(-c2ccc(Cl)cc2)c2ccccc2c1=O	1%	2%	-1%	-2	-16%	-24%	18%	2%	-2%
CC(C)(C)c1ccc(/C=C/C(=O)N2CCc3ccccc3C2)cc1	-3%	-17%	-6%	3	?	-25%	-5%	·	-1%
COC(=O)CN(c1ccccn1)S(=O)(=O)c1ccccc1	3%	-19%	-1%	-5	-6%	-2%	6%	3%	4%
COc1ccccc1CNC(=O)COC(=O)c1cc(=O)c2ccccc2o1	28%	-1%	·	-2	·	185%[activator]	2%	-7%	-10%
Cc1cccc(-c2ocnc2C(=O)Nc2ccccc2C(=O)N2CCCC2)c1	18%	0%	3%	0	-8%	?	14%	5%	-5%
CCCC(=O)Nc1ccc2nn(-c3ccc(CC)cc3)nc2c1	·	-11%	10%	-10	-12%	?	0%	0%	-15%
CC(Cc1cccs1)N(Cc1ccc(Cl)cc1)C(=O)c1ccncc1 (centres undefined)	50%	8%	-10%	-3	1%	-3%	-13%	-1%	-16%
C=CCN(c1ccccc1OC)S(=O)(=O)c1cccc(C(=O)OCC(=O)N2CCOCC2)c1	18%	-4%	·	-5	·	-23%	-2%	2%	-8%
CCCCN(C(=O)C1CCC1)c1c(N)n(Cc2ccccc2)c(=O)[nH]c1=O	19%	14%	·	-1	·	101%[activator]	-8%	8%	-12%
O=C(Nc1ccc(SC(F)F)cc1)C1=COCCO1	11%	14%	21%	-21	0%	7%	-18%	7%	3%
CCn1c(SCC(N)=O)nnc1-c1ccc(S(=O)(=O)N2CCN(C)CC2)cc1	1%	-1%	-26%	5	2%	-11%	23%	9%	-6%
Cc1cnc(NC(=O)c2ccc3ncsc3c2)s1	23%	-15%	·	-5	·	4%	2%	17%	14%
COc1ccc(NC(=O)c2ccc3oc(=O)c(S(=O)(=O)c4ccc(C)cc4)cc3c2)cc1OC	·	-16%	31%	-2	-12%	?	-29%	-1%	-5%
O=C(CSC1=NCCS1)Nc1nc2c(s1)CCCC2	-3%	-16%	56µM*	-4	?	?	-19%	-4%	-11%
CC(NC(=S)Nc1c(Br)cccc1OC(F)F)C(C)(C)C (centres undefined)	14%	-16%	-2%	0	-4%	?	33%	-3%	-23%

2 of these compounds, reformatted:
molecule,APEX1 inh,Pol kappa inh,POLB inh,LDHA block,Anesthetic bind,12-LOX inh,RGS4 inh,ERG-DNA inh,Pol eta inh
Cc1cnc(NC(=O)c2ccc3ncsc3c2)s1,23%,-15%,·,-5,·,4%,2%,17%,14%
O=C(CCc1nnc(CCCc2ccccc2)o1)NCCN1CCOC1=O,4%,-2%,18%,-12,-8%,6%,-12%,1%,1%

Additional results:
SMILES	APEX1 inh	Pol kappa inh	POLB inh	LDHA block	Anesthetic bind	12-LOX inh	RGS4 inh	ERG-DNA inh	Pol eta inh
O=C(COC(=O)CSc1cc(Cl)ccc1Cl)Nc1ncc(C(F)(F)F)cc1Cl	21%	-6%	-10%	-3	?	-15%	-23%	23%	-13%
COc1cccc2c(Nc3ccccc3C)cc(C)nc12	10%	-3%	3%	-2	-8%	0%	-43%	0%	-8%
COC(=O)c1ccc(COc2ccccc2/C=N/NC(=O)c2cccnc2)cc1	-4%	15%	2%	0	?	4%	3%	4%	3%
Cc1cc(=O)cc(C)n1-c1ccc(Br)cc1	-11%	4%	-13%	9	-2%	-7%	?	11%	-16%
COc1ccc(NC(=O)CCCn2cnc3ccccc3c2=O)cc1	40%	-4%	-21%	2	-2%	-69%	?	-1%	-17%
Cc1ccc2scc(CN3CCCC3)c2c1	·	-7%	·	4	·	0%	1%	5%	-23%
COc1ccc(NC(=S)N(CCCN2CCCCCC2)Cc2cccs2)cc1	?	5%	9%	2	-16%	20%	-10%	-1%	-17%
O=[N+]([O-])c1ccccc1N=Nc1ccc(O)cc1O	·	?	·	2	·	?	?	7%	?
CCOc1cc(C(=O)NCc2nnc(SCC(=O)OC)n2C)cc(OCC)c1OCC	-3%	-5%	17%	0	-8%	5%	-23%	-7%	-17%
O=C(Nc1ccc(-c2nnc3n2CCCCC3)cc1)c1ccco1	8%	-10%	3%	-7	3%	-4%	31%	-4%	-5%
COCc1cc(C)nc(SCC(=O)Nc2ccc3[nH]c(=O)[nH]c3c2)c1C#N	-15%	-17%	2%	0	-3%	12%	6%	3%	3%
Cn1c(SCc2nc3cc(C(=O)O)ccc3c(=O)[nH]2)nnc1C(F)(F)F	-4%	4%	-19%	-2	-4%	0%	-10%	-15%	-9%
c1cc2c(cc1-c1csc(NNC3=NCCCCC3)n1)OCCO2	-4%	-6%	-3%	-11	?	?	?	5%	-7%
CC(=O)Nc1cccc(NC(=O)CSc2nccn2C2CCCC2)c1	·	0%[60.1 µM]	-17%	2	-2%	?	-11%	-5%	-22%
COc1ccc(C(=O)OCC(=O)NC23CC4CC(CC(C4)C2)C3)c(OC)c1OC	11%	-13%	·	-4	·	-8%	-26%	4%	-14%
CN1CCN(S(=O)(=O)c2ccc(Oc3cccc(C(F)(F)F)c3)nc2)CC1	18%	-6%	·	0	·	-21%	-33%	8%	-15%
O=C(NNC(=O)c1ccccc1C(=O)O)c1ccc(S(=O)(=O)N2CCCCC2)cc1	18%	-11%	17%	-7	-20%	-5%	6%	3%	8%
O=C(Nc1ccnn1C1CCN(CC2CC=CCC2)CC1)c1ccccc1Cl (centres undefined)	14%	-3%	21%	-3	3%	7%	2%[56.9 µM]	7%	?
COc1cc(OC)cc(C(=O)NNC(=O)CCNS(=O)(=O)c2ccc(Br)cc2)c1	25%	-11%	·	-11	·	-29%	12%	-1%	3%
COc1cccc(NC(=O)CN2C(=O)NC3(CCc4ccccc43)C2=O)c1 (centres undefined)	9%	-6%	·	-1	·	176%[activator]	5%	-3%	-13%
Clc1ccc2nc3c4ccccc4cnn3c2c1	5%	0%	4%	-4	-2%	-3%	21%	14%	-1%
Cc1ccc(S(=O)(=O)NCC(=O)N/N=C/c2ccc(Cl)cc2)cc1	4%	0%	-2%	-1	?	?	-21%	-6%	-23%
Cc1ccc(/C=C/C(=O)O)cc1S(=O)(=O)Nc1ccc2c(c1)OCO2	-3%	-3%	9%	1	-9%	-2%	23%	-10%	-16%
CCCCCCNS(=O)(=O)c1ccc(Cl)s1	-5%	-2%	-4%	-1	?	-17%	-30%	-3%	-19%
CCc1cc(=O)oc2cc(C)cc(OCC(=O)NC3CC3)c12	48%[activator]	-16%	3%	-3&-1	4%	11%&32%	0%	6%	-2%
Cc1ccc(C(=O)C[n+]2ccc3ccccc3c2)cc1	5%	-19%	17%	10	-4%	-9%	-10%	25%	-7%
OC(c1cccnc1)c1cccs1 (centres undefined)	1%	1%	-9%	2	-15%	-10%	-12%	0%	-15%
CCOC(=O)/C(C#N)=C1/SC(CC)C(=O)N1c1ccc(C)cc1 (centres undefined)	-6%	-9%	1%	3	-13%	?	-24%	7%	-14%
C/C(=N\OCC(=O)N/N=C/c1ccc(C)cc1O)c1cccs1	-6%	-21%	5%	6	?	35%[activator]	39%	-1%	-7%
Cc1ccc(N2CCN(C(=O)C3CCCN(c4ncnc5c4nc4n5CCCCC4)C3)CC2)c(C)c1 (centres undefined)	64%[activator]	-14%	2%	2	-2%	4%	18%	15%	-4%
CC(C)CC(=O)Nc1nnc(S(=O)(=O)N(CC(C)C)c2ccccc2)s1	·	4%	7%	-6	-5%	-29%	11%	1%	-22%
S=c1[nH]nc(Cn2nnc3ccccc32)n1-c1ccccc1	1%	8%	7%	0	-1%	-17%	-22%	12%	-12%

Bioassay records (PubChem)

This is a subset (hit frequency here may not be typical).
